# Assay outcomes as filed in PubChem BioAssay.
# CSN inh: inhibitors of human CSN-mediated cullin deneddylation; AID 651999; hit rate 0.38% among 360,000; Purified CSN, SCF-Nedd8-OG deneddylation, fluorescence polarization; inhibition, % at 12.5 µM; Q92905;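 active = pattern-corrected inhibition above about 35%, with an unprinted fluorescence ratio check between 0.5 and 1.5, limit read from the data, passing the limit was not always enough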;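 also: 0% = enzyme with substrate and 100% = substrate without enzyme; some results filed as inactive read as strong as hits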
# Target sequence (Q92905 whole entry, looked up, one chain of several): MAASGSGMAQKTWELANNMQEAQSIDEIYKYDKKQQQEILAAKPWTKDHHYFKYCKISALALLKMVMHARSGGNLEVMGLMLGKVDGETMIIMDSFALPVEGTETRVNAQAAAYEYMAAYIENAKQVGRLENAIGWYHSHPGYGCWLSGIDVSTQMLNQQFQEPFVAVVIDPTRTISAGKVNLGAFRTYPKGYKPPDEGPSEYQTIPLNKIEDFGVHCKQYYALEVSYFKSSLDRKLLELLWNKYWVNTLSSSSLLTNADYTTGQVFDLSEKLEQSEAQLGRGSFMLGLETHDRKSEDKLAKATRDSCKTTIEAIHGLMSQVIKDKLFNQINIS
#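 Assay system: purified human Csn5 enzyme expressed in HEK293T cells; measure: % inhibition; also added: SCFSkp2-Nedd8OG substrate at 10 nM final; technique: fluorescence polarization; times: reaction 90 min, room temperature; medium: Tris buffer pH 7.5, NaCl, DTT, Tween-20, trehalose, ovalbumin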
# FAS TE block: blocks the thioesterase domain of human fatty acid synthase. hit rate 0.67% among 360,000. recombinant FAS-TE, OMFH fluorogenic substrate, fluorescence endpoint. inhibition, % at 15 µM;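 active = compounds whose normalised, plate-corrected inhibition of enzyme fluorescence in the single-dose primary screen is 50% or more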;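 also: 0% = DMSO with enzyme and 100% = substrate without enzyme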
# Neddyl block: cullin neddylation inhibition | P61081+Q13564 | TR-FRET cullin neddylation, biochemical | calls only at 25 µM | hit rate 0.58% among 360,000 | AID 651699; in the data active = inhibition above about 36%
# NadD block: NadD (S. aureus) enzyme inhibition; purified NadD enzyme, colorimetric absorbance read-out; inhibition, % at 20 µM; hit rate 0.78% among 360,000; in the data active = inhibition above about 26%; also: some compounds past the cut are filed as inactive
# MLLE-PAM2 inh: blocks PAM2 peptide binding to the PABP1 MLLE domain; AID 588489; hit rate 0.36% among 360,000; inhibition, % at 20 µM; GST-MLLE / FITC-PAM2 fluorescence polarization; P11940; in the data active = inhibition above about 35%, passing the limit was not always enough;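 also: plate controls were DMSO wells with GST-MLLE for no effect and wells lacking GST-MLLE protein for full effect; some results filed as inactive read as strong as hits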
# MT1-MMP act inh: blocks activation of human MT1-MMP; P50281; HT1080 RFP-PRO-GFP cells, GFP/RFP ratio fluorescence, overnight; percent of plate control window, DMSO zero; GFP/RFP ratio change, % at 20 µM; hit rate 0.061% among 360,000; AID 651647;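 active = GFP/RFP ratio change of at least 30% with cell ATP level not reduced by more than half and red fluorescence within 50% of control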; also: strong numbers were not always called active
#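 Assay system: HT1080 RFP-PRO-GFP cells. Benchmarks: DMSO vehicle wells and RFP-L50D-GFP reporter cell wells. Times: overnight cell settling, then overnight compound exposure, 37 °C, 5% CO2. Compound: 20 µM single dose, 1% DMSO. Read-out basis: GFP/RFP fluorescence ratio.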
# Rin1-Abl PPI inh: human Rin1-Abl interaction inhibition; P00519+Q13671; TR-FRET Rin1/Abl binding, biochemical; inhibition, % at 7.35 µM; hit rate 0.4% among 360,000; AID 588664; in the data active = inhibition above about 5%, passing the limit was not always enough
# SKN-1 block: C. elegans SKN-1 inhibition; C. elegans VP596 Pgst-4::GFP/RFP ratio, acrylamide-induced, 24 h; inhibition, % at 21.8 µM; hit rate 0.49% among 360,000; AID 624304;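 active = interference check ratio from 0.5 to 1.5 plus GFP to RFP signal ratio inhibition reaching or exceeding a fixed threshold, cut at about 30% in these data, passing the limit was not always enough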; also: some compounds called inactive have numbers as strong as hits
# Rpn11 inh: Rpn11 (human) deubiquitinase inhibition | O00487 | human 26S proteasome, Ub4-pepOG fluorescence polarization; 20S core pre-blocked with epoxomicin | calls only at 20 µM | hit rate 0.59% among 360,000 | AID 588493;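 active = inhibition at 20 µM, scaled to each plate's controls, above about 33%, limit read from the data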
# Target sequence (O00487 whole entry, looked up): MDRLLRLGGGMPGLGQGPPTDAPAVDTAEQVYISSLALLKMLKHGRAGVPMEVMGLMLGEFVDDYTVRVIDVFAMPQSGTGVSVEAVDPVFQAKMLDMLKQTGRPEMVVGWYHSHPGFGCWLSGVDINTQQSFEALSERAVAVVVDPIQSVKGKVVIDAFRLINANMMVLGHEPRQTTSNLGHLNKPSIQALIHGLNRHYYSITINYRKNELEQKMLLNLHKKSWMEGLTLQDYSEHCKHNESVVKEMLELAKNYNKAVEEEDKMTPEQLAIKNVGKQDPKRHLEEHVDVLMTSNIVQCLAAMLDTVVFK
# An asterisk follows results filed as active; i = inactive; / = not tested or not shown.
SMILES,CSN inh,FAS TE block,Neddyl block,NadD block,MLLE-PAM2 inh,MT1-MMP act inh,Rin1-Abl PPI inh,SKN-1 block,Rpn11 inh
OC(c1ccccc1)c1ncc(-c2cccc(C(F)(F)F)c2)[nH]1 (stereo unspecified),0,2,i,0,6,-2,-1,4,i
CC(=O)NCc1ccc(S(=O)(=O)NC(C(=O)O)C(C)C)cc1 (stereo unspecified),4,-5,i,2,5,-1,-2,-1,i
O=C(O)/C=C/C(=O)NC1CCCCCCCCCCC1,-1,-1,i,-2,1,0,-3,7,i
Cc1ccc(C(=O)C(OC(=O)COc2ccccc2C)c2ccccc2)cc1 (stereo unspecified),1,32,i,-8,-1,5,-1,-9,i
CC1c2[nH]c3ccccc3c2C[C@H]2C(=O)N(CCCO)CC(=O)N12 (stereo partly specified),-2,-3,i,0,1,-5,3,-5,i
O=C(COc1ccc(C(=O)NCCc2ccccc2)cc1)Nc1ccccc1,-4,-15,i,-9,2,3,-1,7,i
C#CCN(CC=C)C(=O)c1cccc(OC2CCN(S(C)(=O)=O)CC2)c1,6,-3,i,-6,6,2,0,11,i
CC(=O)NC(C)C(=O)OCC(=O)c1ccc(-c2ccccc2)cc1 (stereo unspecified),3,-3,i,-4,-8,2,-2,7,i
CCN(CC)CCn1c2c(c(SCC(=O)Nc3ccc4c(c3)OCCO4)nc1=O)CCC2,3,-2,i,2,-1,-5,0,2,i
COCCN(C(=O)C1CC(=O)N(Cc2ccc(C)cc2)C1)c1c(N)n(CC(C)C)c(=O)[nH]c1=O (stereo unspecified),3,-3,i,4,-4,-1,1,-13,i
C=CCC[C@@H](Cc1ccc(F)cc1)C(=O)OC[C@@H](NC(=O)[C@H](CC=C)CC(=O)N(CCO)Cc1ccccc1)c1ccccc1,1,21,i,3,-9,-28,1,5,i
CCOC(=O)c1[nH]c(C)c(C(=O)OCc2ccccc2F)c1C,6,6,i,-3,0,-20,2,21,i
CCOC(=O)[C@@H](C)N(Cc1ccc(OC)cc1)S(=O)(=O)N(Cc1ccccc1)[C@H](C(=O)OC)C(C)C,3,28,i,0,-5,-13,0,-5,i
COC(=O)c1sc(N)c(C(=O)OC)c1COC(=O)CCNS(=O)(=O)c1ccc(C)cc1,0,7,i,-9,-16,2,-4,-13,i
CCCn1c(SCC(=O)c2cc(C)c(C)cc2C)n[nH]c1=O,-5,-8,i,2,-45,6,1,2,i
COc1ccccc1NC(=O)c1ccc(NC(=O)Cc2n[nH]c(=O)c3ccccc23)cc1,4,0,i,9,6,4,4,4,i
CN(C)c1ccc(NC(=S)c2ccc3ccccc3n2)cc1,0,13,i,-3,10,2,2,44,i
COc1ccc(C(=O)Nc2ccc3c(c2)OCCO3)c(OC)c1,-3,-1,i,-2,-11,-4,1,4,i
CCOC(=O)C1=C(O)C(=O)N(CCCn2ccnc2)C1c1ccc(C)cc1 (stereo unspecified),-8,-2,i,-2,-1,-3,4,4,i
Fc1ccccc1-c1nnc2ccc3ccccc3n12,-2,-4,i,1,6,0,3,8,i
Cc1ccc(C(=O)NCCc2nnc3ccc(N4CCCC4)nn23)cc1,1,-1,i,2,8,1,-5,17,i
COc1ccc(-c2c[n+]3c(n2-c2ccccc2)SCC3)cc1,1,-2,i,-1,-2,-7,1,-2,i
COc1cccc(NC(=O)COC(=O)c2ccccc2C(=O)N2CCN(c3ccccc3)CC2)c1,-10,9,i,-8,5,-23,5,-13,i
O=C1CN(C(=O)CN2CCN(S(=O)(=O)c3ccccc3F)CC2)c2ccccc2N1,2,-6,i,-1,-36,-1,1,10,i
COc1ccc(N(CC(=O)NCc2ccncc2)S(=O)(=O)c2ccc(C)c([N+](=O)[O-])c2)cc1,3,5,i,-3,7,-2,-3,-12,i
# The list goes on:
SMILES,CSN inh,FAS TE block,Neddyl block,NadD block,MLLE-PAM2 inh,MT1-MMP act inh,Rin1-Abl PPI inh,SKN-1 block,Rpn11 inh
S=c1nc2ccccc2c2nc(-c3ccccc3)[nH]n12,1,-4,i,2,-32,16,3,-17,i
Cc1ccc(NS(=O)(=O)c2cccc(C(=O)NCc3ccccn3)c2)cc1,2,0,i,-2,4,6,2,-15,i
O=C(Nc1ccc(N2CCOCC2)c([N+](=O)[O-])c1)c1ccco1,2,-6,i,-2,-1,-1,-3,17,i
COc1ccccc1P(=O)(c1ccccc1)c1ccccc1,-3,-6,i,-1,-2,-3,0,-17,i
CCC(=O)NC(NC(=S)Nc1ccc(S(N)(=O)=O)cc1)C(Cl)(Cl)Cl (stereo unspecified),-5,-8,i,6,20,7,1,4,i
O=C(CN(C(=O)c1csnn1)c1cccc2ccccc12)NCc1ccccc1,-1,3,i,2,-1,0,-2,-6,i
NS(=O)(=O)c1ccc2c(c1)C(=NO)c1cc(S(N)(=O)=O)ccc1-2,-2,-28,i,-2,-6,4,-1,9,i
COc1cc(C2C(C(=O)OCCC#N)=C(C)NC3=C2S(=O)(=O)c2ccccc23)cc(OC)c1OC (stereo unspecified),-1,-8,i,4,4,4,-4,1,i
COc1cc(C2C3C(=O)N(Cc4ccccc4)C(=O)C3ON2c2ccccc2)cc(OC)c1O (stereo unspecified),2,8,i,1,12,2,1,22,i
O=C(CCCCCCC(=O)NCc1ccccc1)NCc1ccccc1,4,-4,i,-6,5,-1,-2,23,i
C=CCSc1nc(C)c(CC(=O)OCC(C)C)c(=O)[nH]1,-5,-3,i,-4,-13,0,-4,-7,i
Cc1cccc(C(=O)N[C@H](C(=O)NCCc2ccc(Cl)cc2)C(C)C)c1,4,2,i,-5,-21,-10,3,-8,i
N=c1c2c(n(Cc3ccccc3)c3c1CCC3)CCC2,4,-5,i,-6,5,-9,3,-13,i
CC1(C)CC(=O)C(CC2CCCCC2=O)C(=O)C1 (stereo unspecified),6,-2,i,8,1,/,1,-1,i
COc1cccc(NC(=O)CN2CCC(NC(=O)c3ccccc3C)CC2)c1,2,-2,i,-2,-11,-1,-1,-10,i
Cc1sc(NC(=O)C2CCCO2)c(C#N)c1C (stereo unspecified),4,-5,i,5,18,-1,-1,3,i
CCOC(=O)/C(C#N)=C/c1ccc(OCC(=O)Nc2cc(C)ccc2C)c(OC)c1,-2,-7,i,4,6,0,2,9,i
CCOC(=O)N1CCN(CC(=O)c2ccc(O)cc2O)CC1,-10,-12,i,-3,18,-4,-1,-13,i
O=C(NNC(=S)NCc1ccc(Cl)cc1)c1cccnc1,-1,-7,i,0,-23,2,3,10,i
Cc1nn(C(C)C(=O)N/N=C/c2ccc(N(C)C)cc2)c(C)c1[N+](=O)[O-] (stereo unspecified),19,-5,i,-7,9,1,-3,9,i
CCN1CCN(C(=O)Cn2ncc3ccsc3c2=O)CC1,-3,-1,i,3,1,0,-3,-5,i
COc1ccc(C(=O)Nc2ccc3nc(N4CCN(C)CC4)cc(C)c3c2)c(OC)c1,-2,2,i,-9,-2,-10,-3,8,i
COCCCn1cnc2c(c1=O)c1nc3ccccc3nc1n2-c1ccccc1,0,1,i,-1,-9,2,-8,1,i
O=C(O)c1cccc2c1Cc1cc(Cl)ccc1-2,3,-4,i,-2,2,-1,-1,13,i
COc1cc(C(C)=O)ccc1Oc1ccc(S(=O)(=O)N2CCOCC2)cn1,-4,-2,i,-7,-4,3,6,16,i

# Retrieved by structure from the list above (7):
SMILES,CSN inh,FAS TE block,Neddyl block,NadD block,MLLE-PAM2 inh,MT1-MMP act inh,Rin1-Abl PPI inh,SKN-1 block,Rpn11 inh
O=C(CN(C(=O)c1csnn1)c1cccc2ccccc12)NCc1ccccc1,-1,3,i,2,-1,0,-2,-6,i
COc1ccc(C(=O)Nc2ccc3nc(N4CCN(C)CC4)cc(C)c3c2)c(OC)c1,-2,2,i,-9,-2,-10,-3,8,i
Cc1ccc(NS(=O)(=O)c2cccc(C(=O)NCc3ccccn3)c2)cc1,2,0,i,-2,4,6,2,-15,i
CC1(C)CC(=O)C(CC2CCCCC2=O)C(=O)C1 (stereo unspecified),6,-2,i,8,1,/,1,-1,i
COc1ccccc1P(=O)(c1ccccc1)c1ccccc1,-3,-6,i,-1,-2,-3,0,-17,i
Cc1sc(NC(=O)C2CCCO2)c(C#N)c1C (stereo unspecified),4,-5,i,5,18,-1,-1,3,i
COc1cc(C2C(C(=O)OCCC#N)=C(C)NC3=C2S(=O)(=O)c2ccccc23)cc(OC)c1OC (stereo unspecified),-1,-8,i,4,4,4,-4,1,i

# (next part)
SMILES,CSN inh,FAS TE block,Neddyl block,NadD block,MLLE-PAM2 inh,MT1-MMP act inh,Rin1-Abl PPI inh,SKN-1 block,Rpn11 inh
COC(=O)c1c(Cc2ccccc2Cl)c[nH]c1C,4,4,i,-3,-2,1,4,5,i
CCCS(=O)(=O)N1CCCC(C(=O)NCCN(Cc2ccccc2)C(C)C)C1 (stereo unspecified),-3,-5,i,-11,3,3,3,-6,i
Cc1csc(=O)n1CC(=O)OCC(=O)NCc1ccc(Cl)cc1Cl,-5,-7,i,-1,6,3,2,7,i
O=C(COc1ccccc1Cl)NC1CC1,-2,-9,i,-6,5,3,1,10,i
CN(C)CCOc1ncnc2c1oc1ccccc12,-1,-10,i,-5,-6,-5,3,5,i
Cn1cccc1Cc1nnc(SCC(=O)Nc2nccs2)n1C,-4,-7,i,-5,-12,0,3,-11,i
Cc1csc2nc(SCC(=O)N3CCN(c4ccccc4)CC3)[nH]c(=O)c12,1,1,i,8,3,0,0,-9,i
CCN(CC)CCNC(=O)Cn1nc(Cc2ccncc2)c2ccccc2c1=O,1,-3,i,-8,16,0,-1,16,i
CC1CCN(S(=O)(=O)c2cnc(Cl)c(Br)c2)CC1,-2,4,i,0,-6,-5,1,0,i
CSc1ccc(C(=O)N2CCC(n3nccc3NC(=O)C3CC3)CC2)cc1,5,-6,i,-3,13,2,0,4,i
Cc1ccc(S(=O)(=O)N(C)CC(O)Cn2c3ccccc3c3ccccc32)cc1 (stereo unspecified),-2,24,i,-10,-2,-5,3,5,i
C[C@H](CO)N1C[C@H](C)[C@@H](CN(C)Cc2ccc(C(=O)O)cc2)Oc2c(NC(=O)C3CC3)cccc2C1=O,-5,-6,i,-1,3,0,4,4,i
COc1ccc(N2CCN(c3nc(NC(C)(C)C)nc(N4CCCCC4)n3)CC2)cc1,-5,11,i,-1,-3,-6,2,-10,i
O=[N+]([O-])c1ccc2c(c1)S(=O)c1ccccc1-2 (stereo unspecified),4,9,i,-1,7,5,0,-5,i
CCCCn1c(N)c(N(CCOC)C(=O)c2ccc(-n3c(C)ccc3C)cc2)c(=O)[nH]c1=O,1,-6,i,1,-8,-5,0,18,i
CCNC(=S)NNc1ccccc1,7,-6,i,1,-38,0,-2,23,i
CC(O)(CS(=O)(=O)c1ccc(Br)cc1)c1ccccc1 (stereo unspecified),-5,-4,i,-4,2,0,0,-1,i
COc1ccccc1C(c1nnnn1Cc1ccccc1)N1CCC(C(N)=O)CC1 (stereo unspecified),3,-5,i,-4,2,0,2,-12,i
CCN(Cc1cc(=O)n2ccsc2n1)Cc1nc2ccccc2c(=O)[nH]1,16,-3,i,-7,0,-2,4,-4,i
C[C@H](CO)N1C[C@H](C)[C@H](CN(C)C(=O)Nc2cccc3ccccc23)Oc2c(NC(=O)c3ccc(-c4nccs4)cc3)cccc2C1=O,1,8,i,-6,0,3,2,7,i
COc1cc2c(=O)n(CCC(=O)NCC3CCCO3)c(=O)n(CC(=O)Nc3ccccc3C)c2cc1OC (stereo unspecified),2,-8,i,2,-2,-1,2,21,i
